MLL CXXC-DNA inh = inhibitors of human MLL CXXC domain-DNA interaction; 290,000 tested, 0.037% active; MLL-CXXC / FITC-HOXA9 DNA fluorescence polarization; Potency, µM (top dose mostly 115 µM), for inactives: at the highest dose activity change, negative = inhibition, usual class: inhibitors; active means well fitted inhibition curve with a large enough effect in the polarisation, with a control signal flat, not every such curve was filed as active; inconclusive means small, poorly fitted or top-dose-only effect, or effect the other way, or a change in a side signal; inactive means no such curve, though single readings can be large or run the other way; the % refers to the polarisation; further: potency means the concentration at half of the fitted maximal effect
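Steps: dispense CXXC domain solution (7 uM) → pin compounds or unlabeled HOX-A9 DNA control → 5 min ambient → add FLSN-HOX-A9 solution (50 nM) → spin → 30 min ambient → fluorescence polarization. Tris pH 7.5/NaCl/DTT/BSA buffer.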
Integrin act MD = integrin-mediated muscular dystrophy alleviation activation; 350,000 tested, 0.064% active; Potency, µM (highest dose often 38.3 µM), for the others: top-dose activation, usual class: activators; alpha7betagal myoblasts, beta-gal FDG fluorescence, 48 h; AID 624291;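 further: potency means the concentration at half of the fitted maximal effect; 100% = response of the positive control SU9516; nearly all actives have a fitted effect of over 60% in size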
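alpha7betagal+/- myoblasts (passage 13, 250/well) treated 48 h at 37C with compounds at 1:260 dilution of DMSO stock. Lysed, then beta-galactosidase activity read as FDG fluorescence (ex 480/em 540) after 30 min, with pre-read for autofluorescence.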
Menin MLL FP TR = displaces Texas Red mutant MLL peptide from human menin | O00255 | Menin + Texas Red MLL mutant peptide, fluorescence polarization | Potency, µM (series often up to 61.6 µM), without a hit: at the highest dose FP activity change, negative = inhibition, usual class: inhibitors | 270,000 tested, 0.23% active | AID 1768; active means well fitted inhibition curve with a large enough effect in the polarisation, with a control signal flat, not every such curve was filed as active; inconclusive means small, poorly fitted or top-dose-only effect, or effect the other way, or a change in a side signal; inactive means no such curve, though single readings can be large or run the other way; the % refers to the polarisation; further: potency means the concentration at half of the fitted maximal effect; % of control where 0% means no effect; many of its hits are not listed in these tables
A-T KAP1 phos = potential ataxia-telangiectasia treatment; […] A-T fibroblasts, KAP-1 phosphorylation AlphaLISA; neocarzinostatin DNA damage 30 min before lysis; Potency, µM (doses to about 57.5 µM), without a hit: at the highest dose activation, usual class: activators; 320,000 tested, 0.19% active; AID 485349; further: potency means the concentration at half of the fitted maximal effect; % of control where 0% means no effect; nearly all actives have a fitted effect of over 45% in size
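hTERT-immortalized A-T patient fibroblasts ([…]), 500 cells/well in OPTI-MEM, 1% FBS, got compounds for 60 min, then NCS for 30 min at 37C. Lysates were then assayed for phospho-KAP-1 by AlphaLISA (anti-pKAP1 donor, anti-KAP1 acceptor beads), 6 hr at 25C.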
S-ASM inh = human S-ASM enzyme inhibition; 340,000 tested, 0.006% active; P17405; Potency, µM (titrated, usually from 57.5 µM), for the others: top-dose activity change, negative = inhibition, actives largely listed as inhibitors; placental ASM, HMU-PC fluorogenic substrate, 60 min; further: potency means the concentration at half of the fitted maximal effect
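Steps: dispense placental human ASM, pin compound, wait 10 min at room temperature, add HMU-PC0 substrate at 9 uM final, incubate 60 min at 37 °C, add stop solution raising pH to 10, read fluorescence.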
TSG101-PTAP inh = blocks PTAP/TSG101 interaction to inhibit HIV-1 budding. 340,000 tested, under 10 active. Potency, µM (doses to about 115 µM), for the others: at the top dose activity change, negative = inhibition, actives largely listed as inhibitors. Fluorescence polarization, FITC-PTAP peptide / Tsg101 binding; active means well fitted inhibition curve with a large enough effect in the main read-out, with a control signal flat, not every such curve was filed as active; inconclusive means small, poorly fitted or top-dose-only effect, or effect the other way, or a change in a side signal; inactive means no such curve, though single readings can be large or run the other way; further: potency means the concentration at half of the fitted maximal effect; % of control where 0% means no effect
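Tsg101 binding domain (10 uM final) was mixed with compound and a FITC-labeled PTAP peptide (50 nM final) in HEPES pH 7.5 buffer with NaCl, Tween 20, EDTA and TCEP; fluorescence polarization was read after 20 min at r.t.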
MBNL1 CUG block = MBNL1-poly(CUG) RNA binding inhibition. Potency, µM (highest dose often 57.5 µM), for the others: at the highest dose activity change, negative = inhibition, hits mostly inhibitors. TR-FRET MBNL1-His/biotin-(CUG)12 binding, 665/545 ratio. AID 2675. 280,000 tested, 0.036% active. Q9NR56; active means well fitted inhibition curve with a large enough effect in the signal ratio, with a control signal flat, not every such curve was filed as active; inconclusive means small, poorly fitted or top-dose-only effect, or effect the other way, or a change in a side signal; inactive means no such curve, though single readings can be large or run the other way; the % refers to the signal ratio; further: potency means the concentration at half of the fitted maximal effect; on the % scale 0 is the no-effect control and ±100 the full control effect
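TR-FRET readout: Ex 340 nm, 665/545 nm emission ratio, normalized to buffer-only (basal) and MBNL1-(CUG)12 controls. Complex of MBNL1-His with Biotin-(CUG)12, compounds 92 nM–58 uM, incubated 60 min at room temperature.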
TSHR antagonist = blocks TSH signaling through the human TSH receptor | P16473 | TSHR-expressing cells, TSH-stimulated cAMP HTRF, 2 h; hits give low values | activity change, negative = inhibition, % at 11.5 µM | 330,000 tested, 0.2% active;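 active means activity change below a set negative limit, meaning inhibition stronger than a set level, cut at about -70% in these data; inconclusive means activity change between two set negative limits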; further: on the % scale 0 is the no-effect control and ±100 the full control effect
Target sequence (P16473 whole entry, looked up): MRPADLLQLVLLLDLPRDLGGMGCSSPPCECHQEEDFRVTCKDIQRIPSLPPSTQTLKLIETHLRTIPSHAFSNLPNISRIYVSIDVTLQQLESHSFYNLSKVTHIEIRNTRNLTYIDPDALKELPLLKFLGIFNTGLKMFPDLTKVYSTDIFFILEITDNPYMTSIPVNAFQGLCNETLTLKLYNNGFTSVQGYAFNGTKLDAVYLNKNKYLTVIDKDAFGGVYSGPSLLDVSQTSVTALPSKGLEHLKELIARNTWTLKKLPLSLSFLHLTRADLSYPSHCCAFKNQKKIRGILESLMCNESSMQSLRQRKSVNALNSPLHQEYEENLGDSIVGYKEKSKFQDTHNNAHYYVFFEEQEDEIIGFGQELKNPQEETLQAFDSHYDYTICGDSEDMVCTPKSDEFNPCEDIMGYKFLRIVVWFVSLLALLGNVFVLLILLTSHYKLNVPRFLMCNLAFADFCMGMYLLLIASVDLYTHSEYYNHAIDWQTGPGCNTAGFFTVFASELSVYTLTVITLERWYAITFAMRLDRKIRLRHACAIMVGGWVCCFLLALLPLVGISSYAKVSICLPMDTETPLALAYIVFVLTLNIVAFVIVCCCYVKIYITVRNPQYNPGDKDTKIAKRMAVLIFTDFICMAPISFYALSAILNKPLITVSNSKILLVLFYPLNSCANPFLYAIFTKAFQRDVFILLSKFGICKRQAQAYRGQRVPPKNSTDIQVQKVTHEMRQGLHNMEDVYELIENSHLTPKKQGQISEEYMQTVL
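Inhibition of cAMP made by TSHR-expressing cells under TSH stimulation (4nM final, EC80; 2 h, 37 deg C) is quantified with a one-step lysis HTRF kit, anti-cAMP cryptate versus cAMP-d2.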
TCR activator = activators of T cell receptors; 330,000 tested, under 10 active; AID 504894; primary human leukocytes, anti-CD3, IL-2 HTRF, 48 h; Potency, µM (titrated, usually from 9.22 µM), for inactives: at the highest dose activation of IL-2 secretion, hits mostly activators; further: % of control where 0% means no effect
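Activity was scored as IL-2 release from primary human leukocytes given only a TCR signal (a-CD3 beads) plus compound for 48 hr. Detection used a two-antibody HTRF format read at 665nm.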
Mito fusion yeast = inhibitors of mitochondrial division or activators of mitochondrial fusion. S. cerevisiae fusion-defective mutant growth rescue, CellTiterGlo 48 h. 320,000 tested, 0.23% active. Potency, µM (highest dose often 46.1 µM), inactives show at the top dose growth rescue (activation), usual class: activators;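 further: potency means the concentration at half of the fitted maximal effect; % of control where 0% means no effect; nearly all actives have a fitted effect of over 45% in size; temperature-sensitive fusion mutants such as fzo1-1 at 37 °C on non-fermentable ethanol glycerol medium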
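S. cerevisiae fusion-defective temperature-sensitive mutants (e.g. fzo1-1, mgm1-5) grown 48 h at 37C in YPEG (ethanol/glycerol non-fermentable) medium with 23 nl compound per well; growth rescue read as CellTiterGlo luminescence.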
The depositor's hits bear a star; i = inactive; u = inconclusive; x = no result given; [ ] = another dose, or the depositor's remark. Unless noted, the call rests on the fitted dose curve; in most records, active means well fitted curve in the direction sought with a large enough effect; inconclusive means small, poorly fitted or top-dose-only effect, or another doubt; inactive means no such curve, though single readings can be large; an effect the other way counts as inactive or inconclusive. A portion of the library. The share of hits here may be higher or lower than overall.

SMILES	MLL CXXC-DNA inh	Integrin act MD	Menin MLL FP TR	A-T KAP1 phos	S-ASM inh	TSG101-PTAP inh	MBNL1 CUG block	TSHR antagonist	TCR activator	Mito fusion yeast
CC(OC(=O)c1ccc(Cl)c(S(=O)(=O)N2CCCC2)c1)C(=O)NC1CCCCC1C (centres undefined)	-4%	x	x	4%	x	x	-6%	u	x	4%
CN1CCN(c2nc(-c3ccccc3)c3cc(Cl)ccc3n2)CC1	8%	-57%[inhibitor]	0%	x	16%	-5%	6%	-1	1%	-17%
O=C(c1cc(F)cc2c1OCOC2)N1CCN(c2ccc(F)cc2)CC1	0%	-2%	x	2%	3%	0%	0%	10	-1%	4%
CC(N1CCOC1=O)S(=O)(=O)c1ccccc1 (centres undefined)	2%	4%	-10%	3%	5%	-5%	-8%	9	1%	1%
CS(=O)(=O)N(CC(=O)NCc1cccnc1)Cc1ccc(Cl)cc1	3%	5%	8%	-1%	-1%	-9%	-2%	4	-5%	-3%
O=S(OCCN1CCCC1)C(c1ccccc1)c1ccccc1 (centres undefined)	x	-15%	x	x	8%	-4%	x	x	9%	x
COCCn1c(COc2ccc(OC)cc2)nc2ccccc21	2%	-3%	-9%	1%	5%	-10%	-4%	4	-8%	-9%
Nc1c(C(=O)CSc2nnnn2-c2ccc(O)cc2)c(=O)[nH]c(=O)n1C1CC1	x	20%	x	11%	3%	1%	x	-1	-7%	-3%
Cc1ccc(C(c2nnnn2C2CCCCC2)N2CCc3ccccc32)cc1 (centres undefined)	17%	-16%	-18%	4%	-2%	-2%	u	-8	1%[46.1 µM]	26%
O=C1CCCN2N=C(SCC(=O)Nc3ccc(Br)cc3)SC2=N1	-13%	-56%[inhibitor]	-5%	-7%	6%	-4%	-1%	-5	3%	4%
COc1ccc(/C(C)=N/Nc2nc3ccccc3nc2C)cc1	23%	2%	x	-7%	-19%	-4%	13%	-11	-1%	-4%
Cc1nn(C)cc1C(C(=O)NC1CCCCC1)N(Cc1ccccc1Cl)C(=O)c1cnccn1 (centres undefined)	4%	-20%	-2%	1%	-3%	-5%	-5%	3	-39%	-3%
O=C(OCC(=O)N1CCN(C(=O)COC(=O)c2ccccc2NCCO)CC1)c1ccccc1NCCO	x	16%	x	x	i	0%	x	x	6%	x
CC1CC(C)CN(C(=O)COC(=O)c2nn(C)c(=O)c3ccccc23)C1 (centres undefined)	x	17%	x	3%	-6%	-3%	x	-1	4%	6%
CCC(CC)NC(=O)CSc1ccc(S(=O)(=O)N2CCOCC2)cn1	x	13%	x	-4%	-2%	-4%	x	-22	1%	-1%
COCCCNC(=O)C(=O)Nc1cc2c3c(c1)CCN3C(=O)CC2	-4%	8%	13%	4%	4%	-5%	0%	-4	-6%	-27%
CC(C)Cn1c(CCC(N)=O)nnc1SC(C)C(=O)Nc1ccc2c(c1)OCO2 (centres undefined)	x	6%	x	10%	-1%	-5%	x	6	12%	3%
COc1ccc(-c2nc3cc([N+](=O)[O-])ccc3o2)cc1	2%	-17%	12%	7%	-2%	2%	20%	13	0%	1%
C=CCN1C(=O)CSc2ccc(C(=O)NC3CCCCC3)cc21	19%	-3%	x	-4%	5%	-1%	-12%	-14	5%	27%
Cc1ccc(-c2nc(N)c3c(-c4ccc(C)cc4)nn(C(C)(C)C)c3n2)cc1	-1%	-6%	0%	-4%	-2%	-1%	u	2	2%	-5%
COc1cc(C(=O)NCCCN(C)C)ccc1OCC(=O)Nc1cccc(C(F)(F)F)c1	0%	-64%[inhibitor]	-12%	4%	-4%	-6%	-6%	9	0%	6%
COc1ccc(Cl)cc1NC(=O)c1cc(-c2ccccc2)on1	42%[activator]	40%	u	-2%	5%	-3%	1%	20	2%	3%
O=C(CNC(=O)C1CCCCC1)Nc1ccc(F)c(Cl)c1	10%	7%	3%	2%	-2%	-1%	2%	3	1%	-3%
Cc1noc(NS(=O)(=O)c2ccc(NC(=O)CCn3c(=O)oc4ccccc43)cc2)c1C	-11%	6%	37%[activator]	x	-1%	-4%	-11%	7	-1%	2%
Cc1ccc2[nH]c(=O)c(C(c3nnnn3C(C)(C)C)N(Cc3ccco3)CC3CCCO3)cc2c1 (centres undefined)	5%	12%	-6%	0%	-2%	-6%	5%	7	6%	-2%
Cc1ccc(C)c(S(=O)(=O)NCC(=O)OCC(=O)Nc2sccc2C(N)=O)c1	x	23%	x	-11%	0%	-1%	x	-12	0%	4%
O=C(NCc1ccccc1)NC1(C(=O)N2CCCC2)CCCCC1	-27%	11%	6%	-9%	5%	-5%	0%	2	3%	1%
Cc1cccc2sc(N(CCCN(C)C)C(=O)c3ccco3)nc12	22%	-51%[inhibitor]	-25%	2%	-1%	-3%	-13%	15	0%	2%
Nc1c(N(CCC2=CCCCC2)C(=O)C2CC2)c(=O)[nH]c(=O)n1Cc1ccccc1	19%	6%	0%	14%	0%	0%	-7%	9	3%	-1%
CC1CCN(CC(=O)Nc2ccc(Cl)cc2[N+](=O)[O-])CC1	-2%	29%	3%	6%	-4%	-1%	u	-8	-8%	2%
COc1ccccc1C(=O)NCCn1cc(SCC(=O)Nc2nnc(C)s2)c2ccccc21	0%	-25%	-9%	-4%	0%	-5%	-9%	4	6%	0%
OC(COc1ccc(Br)cc1)CN1CCC(Cc2ccccc2)CC1 (centres undefined)	3%	-56%[inhibitor]	-19%	-8%	-1%	-2%	-1%	2	-10%	-13%
CCCNC(=O)c1ccc(N2CCC3(CC2)CC(c2cccc(Br)c2)=NO3)c(NC(=O)c2ccccc2)c1	x	-9%	x	5%	0%	1%	x	-11	3%	1%
COC(=O)c1ccc(OCC(=O)NC2CCCCCC2)cc1	15%	14%	x	14%	-1%	-2%	-9%	6	-133%	-1%
Cc1cc(C)c(S(=O)(=O)c2ccccc2C)c(Cl)n1	5%	-15%	3%	-4%	2%	x	-17%	-14	x	3%
CC1=CC(=C(C#N)C#N)C=C(C)N1Cc1ccccc1	-6%	1%	-10%	2%	1%	-2%	-9%	-2	6%	1%
O=[N+]([O-])c1ccccc1OCCCNCc1ccccc1	5%	-30%	-7%	4%	-5%	1%	11%	6	-6%	-6%
Cc1cc(=O)oc2cc(OCCSc3nnc(-c4ccccc4)o3)ccc12	0%	3%	-13%	6%	-1%	-1%	-1%	12	0%[46.1 µM]	1%
Cc1ccc(CNS(=O)(=O)c2cc3c(cc2C)NC(=O)CO3)cc1	x	-11%	-1%	3%	4%	0%	1%	32	7%	0%
Cc1cccc2sc(N(CCCN(C)C)C(=O)c3ccc(Cl)s3)nc12	2%	-35%	-6%	1%	-4%	1%	-5%	16	-2%	0%
COc1ccc(N2CC(C(=O)Nc3ccc(S(=O)(=O)N4CCCC4)cc3)CC2=O)cc1 (centres undefined)	14%	6%	16%	-7%	-5%	1%	-5%	-1	-2%	-2%
CCN1CCN(C(c2cc3cc4c(cc3[nH]c2=O)OCO4)c2nnnn2C(C)(C)CC)CC1 (centres undefined)	-5%	-3%[7.66 µM]	2%	-1%	419%[activator]	-11%	10%	19	5%	3%
O=C(O)CCNS(=O)(=O)c1ccc2c(c1)CCCC2	-1%	-31%	0%	1%	-3%	1%	-5%	-6	-1%	1%
CCN(CC)S(=O)(=O)c1ccc2oc(C(=O)N3CCOCC3)c(C)c2c1	3%	20%	-14%	-2%	3%	-2%	-1%	2	-7%	5%
COCCN(CCOC)C(=O)Nc1ccc(Cl)cc1	-16%	7%	25%	18%	0%	-2%	-10%	4	-2%	-4%
Cc1ccc(CNc2ccc3c(c2)ncn3C(C)(C)C)cc1	8%	-49%[inhibitor]	-28%	3%	-1%	1%	25%	1	0%	u
COc1ccccc1N1CCN(C(=O)c2cc3c(s2)CCC3)CC1	56%[activator]	22%	1%	3%	6%	0%	-10%	4	-1%	-1%
CCC(=O)N1CCN(c2cc(C)ccc2C)CC1	2%	13%	u	-1%	1%	-2%	u	8	-2%	-1%
COc1ccc(/C(C)=N/NC(=O)c2cccc(S(=O)(=O)N3CCCC3)c2)c(O)c1	x	-3%	x	1%	146%[activator]	-6%	x	-6	0%	-5%
COc1cc(CN2CCN(c3ccc(C)cc3)CC2)cc([N+](=O)[O-])c1O	4%	-34%[7.66 µM]	21%	-1%	-5%	-6%	u	13	14%	-3%
O=C(CSc1n[nH]c(-c2cccs2)n1)N1CCCCC1	x	-2%	x	3%	3%	0%	x	-4	2%	3%

Bioassay records (PubChem)
